From PubChem
CCT modulator = High-Throughput Screening for Modulators of Cytosolic Chaperonin Activity; purified chaperonin ATPase assay, HTRF ADP detection, 30 min; activity change, % (no concentration beside the values), hits read low; 360,000 compounds, 0.3% hits; in the data active means activity change below about -30%; further: on the % scale 0 is the no-effect control and ±100 the full control effect
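Nucleotide hydrolysis assay: TRiC at 20–40 nM final (set by batch activity) with 10 uM ATP, 30 min at 37 °C, in presence of 76 uM compound. Detection by competitive ADP HTRF, 30 min ambient.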
D3 ag = qHTS of D3 Dopamine Receptor Agonist: qHTS. D(3) dopamine receptor (Homo sapiens), P35462. D3R DiscoveRx beta-arrestin cells, luminescence, 90 min. max activation, %. 410,000 compounds, 0.58% hits; in the data active means max activation above about 30%; further: 0% is about no effect; mostly tested at two doses, the higher about 12 µM
Target sequence (P35462 whole entry, looked up): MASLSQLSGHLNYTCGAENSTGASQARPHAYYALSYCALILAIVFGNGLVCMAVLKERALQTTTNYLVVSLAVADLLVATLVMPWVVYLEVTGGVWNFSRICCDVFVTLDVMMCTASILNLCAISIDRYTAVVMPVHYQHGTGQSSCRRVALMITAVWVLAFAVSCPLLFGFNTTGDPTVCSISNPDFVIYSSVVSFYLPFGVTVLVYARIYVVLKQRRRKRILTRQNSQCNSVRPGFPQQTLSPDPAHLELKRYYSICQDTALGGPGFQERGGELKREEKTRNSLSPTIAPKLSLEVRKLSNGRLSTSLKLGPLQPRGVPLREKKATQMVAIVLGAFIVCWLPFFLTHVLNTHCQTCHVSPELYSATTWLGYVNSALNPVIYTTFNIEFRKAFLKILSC
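Agonist-mode cell screen: cells plated at 1500/well and incubated overnight at 37 °C, then exposed to library compounds for 90 min at 37 °C. Detection reagent was added for 30–60 min at room temperature, and luminescence was read.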
D3 antag = qHTS of D3 Dopamine Receptor Antagonist: qHTS; max response, negative = inhibition, %; 360,000 compounds, 2.5% hits; D3R cells, DiscoveRx beta-arrestin luminescence, antagonist mode; hits give low values; in the data active means max response below about -50%; inconclusive means no clear call, values can overlap the other calls; further: on the % scale 0 is the no-effect control and ±100 the full control effect; mostly tested at two doses, the higher about 12 µM
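Cells plated overnight at 1500 cells/well, then exposed to library compounds with dopamine controls for 90 minutes at 37 degrees C. DiscoveRx reagent added for 30–60 minutes at room temperature; luminescence read, quantitative HTS format.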
EPAC2 antagonist = qHTS for Antagonist of cAMP-regulated guanine nucleotide exchange factor 2 (EPAC2): primary screen. Rap guanine nucleotide exchange factor 4 (Homo sapiens), Q8WZA2. EPAC2 GEF exchange of Rap1B-BODIPY-GDP, fluorescence. Potency, µM (highest dose often 114 µM), inactives show at the top dose activity, negative = inhibition, actives largely listed as inhibitors. 360,000 compounds, 0.18% hits. AID 720708, 2013; further: potency means the concentration at half of the fitted maximal effect; on the % scale 0 is the no-effect control and ±100 the full control effect; nearly all actives have a fitted effect of over 45% in size; many of its hits are not listed in these tables
PTHR1 ag = qHTS for PTHR1 Agonists: Primary Screen; HEK293 GP2 PTHR1 cells, GloSensor cAMP luminescence, 1 h; Parathyroid hormone/parathyroid hormone-related peptide receptor (Homo sapiens), Q03431; 410,000 compounds, 0.075% hits; Potency, µM (top dose mostly 115 µM), for the others: top-dose activation, actives largely listed as activators; further: potency means the concentration at half of the fitted maximal effect; nearly all actives have a fitted effect of over 55% in size; some results filed as inactive show a strong effect at the top dose; inactives centre near -15; many of its hits are not listed in these tables
Target sequence (Q03431 whole entry, looked up): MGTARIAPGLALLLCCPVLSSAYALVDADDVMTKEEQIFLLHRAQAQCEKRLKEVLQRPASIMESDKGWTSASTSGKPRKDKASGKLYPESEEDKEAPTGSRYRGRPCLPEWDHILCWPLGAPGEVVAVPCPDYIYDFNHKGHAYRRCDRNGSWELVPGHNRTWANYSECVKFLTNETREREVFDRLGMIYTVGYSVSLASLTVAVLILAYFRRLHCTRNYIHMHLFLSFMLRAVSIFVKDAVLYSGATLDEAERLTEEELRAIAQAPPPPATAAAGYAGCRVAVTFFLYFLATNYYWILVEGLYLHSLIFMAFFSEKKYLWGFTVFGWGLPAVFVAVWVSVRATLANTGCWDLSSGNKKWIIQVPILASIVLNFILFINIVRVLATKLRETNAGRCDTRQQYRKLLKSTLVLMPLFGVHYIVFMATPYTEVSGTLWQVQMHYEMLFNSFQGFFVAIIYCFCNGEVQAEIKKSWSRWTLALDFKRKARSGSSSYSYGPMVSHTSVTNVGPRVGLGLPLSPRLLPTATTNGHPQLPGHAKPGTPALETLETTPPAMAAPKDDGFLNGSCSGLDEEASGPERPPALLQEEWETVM
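HEK-293-derived GP2 cells expressing PTHR1 and a GloSensor cAMP reporter, 3,000/well, plated overnight, given luciferin plus IBMX (each 0.5 mM as added) for 1 h at 37 °C, then compound for 1 h at 37 °C. Luminescence was read after 15 min at room temperature.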
Akt phos inh = HTS Assay for Inhibitors of Akt Phophorylation: Primary Screen; Neuro2A IGF-stimulated pAkt S473 HTRF, 20 min; hits give low values; activity change, % for hits at 50 µM; 360,000 compounds, 0.32% hits; in the data active means activity change below about -80%; inconclusive means mostly about -51% to -80%; further: on the % scale 0 is the no-effect control and ±100 the full control effect
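Neuro2A cells in DMEM with 0.5% FBS, overnight at 37 deg C, given compound at single 50 µM final, then IGF (6 nM final) for 20 min at 37 deg C. Lysed; phospho-Akt Ser473 by HTRF after 24 h, 665/615 ratio.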
EPAC2 ag = qHTS for Agonist of cAMP-regulated guanine nucleotide exchange factor 4 (EPAC2): primary screen | Rap guanine nucleotide exchange factor 4 (Homo sapiens), Q8WZA2 | EPAC2 activation, biochemical qHTS; response scale: 100% = 6.5 mM cAMP response | Potency, µM (top dose mostly 154 µM), for the others: at the highest dose activation, actives largely listed as activators | 360,000 compounds, 0.079% hits | AID 720711, 2013; further: potency means the concentration at half of the fitted maximal effect; nearly all actives have a fitted effect of over 50% in size
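Fluorescence exchange assay: 100 nM EPAC2 with 250 nM RAP1B-BODIPY-GDP and 50 uM GDP; compounds tested as a concentration-titration series (qHTS). Loss of Rap1-bound BODIPY-GDP fluorescence read at 480/540 nm; data normalized to 6.5 mM cAMP.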
Mm-Cpn inhibitor = Inhibitors of TCP-1 ring complex (TRiC) of Methanococcus maripaludis (MmCpn): qHTS | Chaperonin Mm-Cpn (Methanococcus maripaludis) | 330,000 compounds, 0.031% hits | purified Mm-Cpn ATPase, ADP Transcreener TR-FRET | AID 504842, 2011 | Potency, µM (doses to about 76.9 µM), without a hit: at the top dose activity, negative = inhibition, most hits filed as inhibitors; further: potency means the concentration at half of the fitted maximal effect; on the % scale 0 is the no-effect control and ±100 the full control effect; nearly all actives have a fitted effect of over 80% in size
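TR-FRET (320 nm excitation; 590 and 665 nm emission) reports ADP made from 10 uM ATP by 25 nM enzyme; compounds were preincubated 10 min, reaction run 30 min, both at 37°C.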
* hit, by the source's call; i = inactive; ? = inconclusive; . = not tested or not shown; [ ] = remark or other dose. Unless noted, the call rests on the fitted dose curve; in most records, active means well fitted curve in the direction sought with a large enough effect; inconclusive means small, poorly fitted or top-dose-only effect, or another doubt; inactive means no such curve, though single readings can be large; an effect the other way counts as inactive or inconclusive. These rows are one share of the data. The share of hits here may be higher or lower than overall.

SMILES	CCT modulator	D3 ag	D3 antag	EPAC2 antagonist	PTHR1 ag	Akt phos inh	EPAC2 ag	Mm-Cpn inhibitor
COc1ccc(-c2cc(C(=O)c3c(N)n(C)c(=O)n(C)c3=O)c3ccccc3n2)cc1	-1.7	0	-21	-3%	-20%	i	14%	-10%
c1ccc(C(c2nnnn2Cc2ccco2)N2CCN(c3nc4ccccc4s3)CC2)cc1 (stereo not drawn)	-2.3	8	56	3%	-19%[57.5 µM]	i	17%	-3%
COC(=O)c1cn(NC(=O)c2cccc(N(C)C)c2)c(=O)c2ccccc12	1.2	1	3	-6%	-14%	i	15%	1%
COc1ccccc1N1CCN(S(=O)(=O)CCNC(=O)/C=C/c2ccc3c(c2)OCO3)CC1	1.8	5	2	-1%	-68%[inhibitor]	i	9%	.
S=C(Nc1ccccc1)Nc1ccc(Br)cn1	2.1	-4	1	-2%	-8%	i	-2%	0%
O=C(CN1CCCC1)Nc1ccc(S(=O)(=O)N2CCCCC2)cc1	0.3	-1	5	-4%	i	i	0%	2%
COc1ccc(C(CC(=O)N2CCCCC2)C(C)C)cc1 (stereo not drawn)	-3.3	7	10	-23%	-16%	i	14%	1%
CCc1noc(C)c1C(=O)OCC(=O)Nc1ncc(Cl)cc1Cl	1.7	-1	-10	6%	i	i	6%	-6%
Cc1ccc(-n2[nH]c(C)c(C=Nc3ccc(Br)cn3)c2=O)cc1	-5.6	0	7	-7%	-24%	i	6%	0%
Cc1ccc(S(=O)(=O)NCCOCCNS(=O)(=O)c2ccc(C)cc2)cc1	-1.9	3	24	-11%	-9%[57.5 µM]	i	6%	0%
Cc1occc1C(=O)N1CCCC(CCC(=O)NCc2ccc(F)c(F)c2)C1 (stereo not drawn)	0.5	-10	-15	10%	i	i	6%	1%
COc1ccc2c(-c3ccc(OCCN4CCCCC4)cc3)c(-c3ccccc3OC)sc2c1	0.0	-60	-23	-4%	?	i	8%	-28%
CCC(=O)Nc1sc2c(c1C(N)=O)CCN(Cc1ccccc1)C2	-0.4	-5	-24	9%	-24%	i	9%	0%
O=c1[nH][nH]c2cc(=O)n(-c3cccc(C(F)(F)F)c3)nc12	0.0	-3	-11	6%	-23%	i	-6%	0%
COc1ccccc1NC(=O)N1CCc2[nH]c3ccc(F)cc3c2C1	-2.5	-9	-7	-1%	i	i	7%	0%
O=C(CSc1n[nH]c(-c2cccs2)n1)NCCc1ccccc1	1.9	-4	17	8%	?	i	26%	-2%
Cn1nc(C(=O)OCC(=O)c2ccc(Cl)cc2)c2ccccc2c1=O	3.3	4	-1	9%	i	i	-5%	-7%
CC(C)CN(C(=O)CN(C)CC(=O)Nc1ccc(Cl)c(C(F)(F)F)c1)c1c(N)n(CC(C)C)c(=O)[nH]c1=O	-0.2	18	4	-8%	i	i	-22%	1%
O=C(NNC(=O)c1ccccc1-n1cccc1)c1cccc(Cl)c1	2.2	5	48	13%	i	i	0%	1%
ClC(Cl)(c1nnnn1-c1ccccc1)c1nnnn1-c1ccccc1	-1.3	-8	-72*	5%	i	i	-1%	-4%
Cc1onc(-c2ccccc2Cl)c1C(=O)N1CCN(Cc2ccc3c(c2)OCO3)CC1	-2.1	-4	-5	3%	i	i	3%	?
CC1CC(CN)CC(CO)C1 (stereo not drawn)	-1.3	0	-5	0%	-11%	i	-6%	2%
COc1cc(CN2CCNC(=O)C2CC(=O)N2CCc3ccccc3C2)cc(OC)c1 (stereo not drawn)	-1.1	-3	-29	2%	i	i	3%	-1%
Cc1cc(C)n2nc(C)c(Br)c2n1	-2.0	1	1	8%	-22%	i	-2%	0%
CCC(O)CNC(=O)CCc1nnc(C2(c3ccc(Cl)cc3)CCC2)o1 (stereo not drawn)	-3.5	-14	6	17%	i	i	0%	4%
Cc1ccc(NC(=O)C2Cc3ccccc3CN2C(=O)c2ccccc2)cc1Cl (stereo not drawn)	1.0	-4	5	-4%	i	i	8%	-2%
COc1ccc(CCNS(=O)(=O)c2ccc(OC)c(OC)c2)cc1OC	0.2	13	8	18%	-22%	i	9%	1%
O=C(O)[C@H]1CCCN1S(=O)(=O)c1cccc2cccnc12	1.0	3	0	1%	-11%	i	4%	1%
CCN(CC(=O)Nc1cc(OC)ccc1OC)Cc1nc2ccccc2c(=O)[nH]1	-1.6	5	24	6%	0%	i	-2%	?
Cn1cc(S(=O)(=O)N2CCNCC2)cc1C(N)=O	-0.6	-16	1	2%	i	i	-6%	-1%

Record cards (already shown). Order of screens: CCT modulator, D3 ag, D3 antag, EPAC2 antagonist, PTHR1 ag, Akt phos inh, EPAC2 ag, Mm-Cpn inhibitor
`CCC(O)CNC(=O)CCc1nnc(C2(c3ccc(Cl)cc3)CCC2)o1` (stereo not drawn) in the list: -3.5, -14, 6, 17%, i, i, 0%, 4%
`CCN(CC(=O)Nc1cc(OC)ccc1OC)Cc1nc2ccccc2c(=O)[nH]1` in the list: -1.6, 5, 24, 6%, 0%, i, -2%, ?

Remaining list, next part:
SMILES	CCT modulator	D3 ag	D3 antag	EPAC2 antagonist	PTHR1 ag	Akt phos inh	EPAC2 ag	Mm-Cpn inhibitor
CSc1cccc(NC(=O)c2[nH]c(C)c(C(C)=O)c2C)c1	0.2	-11	0	2%	-12%	i	12%	0%
O=C(OCC(=O)N1CCCC1)c1cnc(Cl)c(Cl)c1	-1.1	3	-3	8%	i	i	1%	-2%
Cc1ccc(S(=O)(=O)N2CCN(C(=O)c3ccccn3)CC2)c(C)c1	2.4	-7	-18	2%	-22%	i	8%	2%
C[C@H](NC(=O)c1ccccc1)C(=O)N1CCC2(CC1)NCCc1[nH]cnc12	1.4	1	5	3%	-23%	i	5%	-3%
Cc1ccc(/C=N/Nc2nnc(Cl)c3ccccc23)cc1	-1.7	-8	6	-3%	-26%	i	4%	-2%
COC(=O)CSc1nc(Cc2ccccc2)nc2ccccc12	-2.7	-2	-6	?	-44%[inhibitor]	i	5%	-4%
O=C(O)C1CCN(C(=O)CCc2ccccc2)CC1	0.5	4	17	0%	i	i	7%	-2%
c1ccc(CCc2nc(-c3ccncc3)no2)cc1	-3.3	3	4	4%	-5%	i	3%	1%
Cc1ccc(S(=O)(=O)N(C)CCCC(=O)n2nc(C)cc2C)cc1	-1.5	7	7	5%	i	i	-4%	0%
Nc1c(C(=O)Nc2ccccc2)sc2ncc([N+](=O)[O-])cc12	0.7	11	4	10%	-15%	i	6%	-1%

In a second layout: entries from further up.
The line under a structure holds: CCT modulator	D3 ag	D3 antag	EPAC2 antagonist	PTHR1 ag	Akt phos inh	EPAC2 ag	Mm-Cpn inhibitor
> ClC(Cl)(c1nnnn1-c1ccccc1)c1nnnn1-c1ccccc1
→ -1.3	-8	-72*	5%	i	i	-1%	-4%
> Cc1onc(-c2ccccc2Cl)c1C(=O)N1CCN(Cc2ccc3c(c2)OCO3)CC1
→ -2.1	-4	-5	3%	i	i	3%	?
> CC1CC(CN)CC(CO)C1 (stereo not drawn)
→ -1.3	0	-5	0%	-11%	i	-6%	2%
> COc1cc(CN2CCNC(=O)C2CC(=O)N2CCc3ccccc3C2)cc(OC)c1 (stereo not drawn)
→ -1.1	-3	-29	2%	i	i	3%	-1%
> Cc1cc(C)n2nc(C)c(Br)c2n1
→ -2.0	1	1	8%	-22%	i	-2%	0%
> CCC(O)CNC(=O)CCc1nnc(C2(c3ccc(Cl)cc3)CCC2)o1 (stereo not drawn)
→ -3.5	-14	6	17%	i	i	0%	4%
> Cc1ccc(NC(=O)C2Cc3ccccc3CN2C(=O)c2ccccc2)cc1Cl (stereo not drawn)
→ 1.0	-4	5	-4%	i	i	8%	-2%
> COc1ccc(CCNS(=O)(=O)c2ccc(OC)c(OC)c2)cc1OC
→ 0.2	13	8	18%	-22%	i	9%	1%
> O=C(O)[C@H]1CCCN1S(=O)(=O)c1cccc2cccnc12
→ 1.0	3	0	1%	-11%	i	4%	1%
> CCN(CC(=O)Nc1cc(OC)ccc1OC)Cc1nc2ccccc2c(=O)[nH]1
→ -1.6	5	24	6%	0%	i	-2%	?
> Cn1cc(S(=O)(=O)N2CCNCC2)cc1C(N)=O
→ -0.6	-16	1	2%	i	i	-6%	-1%
> CSc1cccc(NC(=O)c2[nH]c(C)c(C(C)=O)c2C)c1
→ 0.2	-11	0	2%	-12%	i	12%	0%
> O=C(OCC(=O)N1CCCC1)c1cnc(Cl)c(Cl)c1
→ -1.1	3	-3	8%	i	i	1%	-2%
> Cc1ccc(S(=O)(=O)N2CCN(C(=O)c3ccccn3)CC2)c(C)c1
→ 2.4	-7	-18	2%	-22%	i	8%	2%
> C[C@H](NC(=O)c1ccccc1)C(=O)N1CCC2(CC1)NCCc1[nH]cnc12
→ 1.4	1	5	3%	-23%	i	5%	-3%
> Cc1ccc(/C=N/Nc2nnc(Cl)c3ccccc23)cc1
→ -1.7	-8	6	-3%	-26%	i	4%	-2%

Carrying on:
SMILES	CCT modulator	D3 ag	D3 antag	EPAC2 antagonist	PTHR1 ag	Akt phos inh	EPAC2 ag	Mm-Cpn inhibitor
O=C(C[C@H]1C/C=C\CC[C@@H](Cc2ccc(F)cc2)C(=O)OC[C@H]2CCCN2C1=O)NCCO	-0.8	-2	?	24%	-27%	i	2%	-2%
CCOc1ccc(-c2noc(CCC(=O)O)n2)cc1	1.1	3	15	3%	-29%	i	3%	-1%
CCNc1nc(CC)nc2c1oc1ccccc12	-8.8	-14	-17	-5%	i	.	3%	-5%
CCNC(=O)NC(=O)C(C)N1C(=O)NC(c2ccccc2)(c2ccccc2)C1=O (stereo not drawn)	0.9	3	0	1%	i	i	10%	-1%

As entered above.
For D3 antag, `CCOc1ccc(-c2noc(CCC(=O)O)n2)cc1` shows 15
For EPAC2 antagonist, `CCNc1nc(CC)nc2c1oc1ccccc12` shows -5%
